# From PubChem
# ALOX12 inh = ALOX12 (human) lipoxygenase inhibition; P18054; purified 12hLO, xylenol orange hydroperoxide absorbance; Potency, µM (top dose mostly 108 µM), inactives show top-dose activity change, negative = inhibition, usual class: inhibitors; actives 1.1% (n = 580,000); AID 1671190; active = well fitted inhibition curve with a large enough effect; inconclusive = small, poorly fitted or top-dose-only effect, or another doubt; inactive = no such curve, though single readings can be large or run the other way
# Target sequence (P18054 whole entry, looked up): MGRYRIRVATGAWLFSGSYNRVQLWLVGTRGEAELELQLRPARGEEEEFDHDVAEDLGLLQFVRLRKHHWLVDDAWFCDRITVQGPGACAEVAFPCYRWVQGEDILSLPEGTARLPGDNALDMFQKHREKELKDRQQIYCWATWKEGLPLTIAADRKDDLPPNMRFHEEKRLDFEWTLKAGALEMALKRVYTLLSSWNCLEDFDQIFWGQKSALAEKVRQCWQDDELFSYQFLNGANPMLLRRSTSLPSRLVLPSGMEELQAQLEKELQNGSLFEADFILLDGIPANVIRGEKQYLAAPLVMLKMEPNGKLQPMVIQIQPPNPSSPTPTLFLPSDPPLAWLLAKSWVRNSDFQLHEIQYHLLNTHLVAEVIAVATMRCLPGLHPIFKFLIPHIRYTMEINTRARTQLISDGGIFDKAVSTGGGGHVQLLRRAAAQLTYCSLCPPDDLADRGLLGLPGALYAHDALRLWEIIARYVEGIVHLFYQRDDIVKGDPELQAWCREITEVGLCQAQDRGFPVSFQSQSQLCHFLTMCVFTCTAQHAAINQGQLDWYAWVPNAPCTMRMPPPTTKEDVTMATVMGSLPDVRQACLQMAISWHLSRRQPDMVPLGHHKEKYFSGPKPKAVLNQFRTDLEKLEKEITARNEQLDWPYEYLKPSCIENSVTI
#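 Purified human 12hLO (150 nM final) in 25 mM Hepes, 0.01% Triton X-100, pH 7.0 was preincubated 15 min at room temperature with compound. Then 40 uM arachidonic acid was added, 30 min. Hydroperoxide was read by Fe-XO absorbance ratio 573/405 nm.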
# * = called active by the depositor; ? = inconclusive; [ ] = remark or other dose. % is scaled to controls: 0 for no effect and ±100 for the full control effect; potency is read from the fitted curve at half-maximal effect.
No.	SMILES	ALOX12 inh
1	CCCOC(=O)C(CC)Oc1ccc2c(=O)c(Oc3cccc(C)c3)coc2c1 (stereo not drawn)	-9%
2	CN(Cc1ccccc1)C(=O)[C@H]1CCC[C@H]1NC(=O)c1ccncc1	50%[activator]
3	Cc1noc(C)c1S(=O)(=O)N1CCCC(c2nc(C(C)C)no2)CCNC(=O)CC1 (stereo not drawn)	12%
4	O=C(O)C1CCc2sc(C(=O)N3CCCC3)cc2C1 (stereo not drawn)	42%[activator]
5	CCCOc1nc2ccccc2nc1N1CCC(C(=O)NCc2ccc(Cl)cc2)CC1	3%
6	Cc1cccc(C(=O)N2CCN(c3cc(C(F)(F)F)nc(C)n3)CC2)c1	33%[activator]
7	COCC(=O)N1CCC[C@@]2(CCN(Cc3ccccc3)C2)C1	-8%[57.4 µM]
8	COCC[C@]1(O)CCN(C(=O)CCCc2cccs2)C[C@H]1C	35%[activator]
9	CN(c1ncccc1CNC(=O)C1CCOCC1)C1CCCCC1	55%
10	CN(CC(=O)Nc1ccccc1C(F)(F)F)Cc1nc2ccccc2o1	-2%
11	Cc1ccccc1CCNC(=O)Cn1cc(C(N)=O)c2ccccc21	21%
12	O=C(Nc1cccnc1)c1ccc2c(c1)OCCN(c1ccccc1)C2	16%[176 µM]
13	CCc1ccc2c(c1)-c1ccccc1S(=O)(=O)N2CC(=O)Nc1ccccc1C(F)(F)F	26%
14	COCC(=O)N1CCC(N2C[C@H](O)C[C@H]2C(=O)NC2CCCCC2)CC1	?
15	CCCC(=O)N1Cc2ccccc2CC2(CCCCN2Cc2ccccn2)C1 (stereo not drawn)	?
16	Cc1cc(CNC(=O)c2cnn(-c3nccc(-c4ccc5c(c4)OCO5)n3)c2C2CC2)on1	5%
17	CC1(O)CCCN(c2ccc(-c3nc(CCCc4ccccc4)no3)cn2)C1 (stereo not drawn)	41%[activator]
18	O=C1NCCCCCCN(C(=O)c2ccncc2)[C@H]2CCC[C@@H]12	25%
19	O=C(CCc1ncc(-c2ccc(F)cc2F)o1)Nc1cccc(C(=O)NC2CC2)c1	9%
20	Cn1c(CO[C@H]2CN(Cc3ccc(S(C)(=O)=O)cc3)C[C@H]2F)nc2ccccc21	-5%[176 µM]
21	CCOC(=O)Cc1c(C(=O)OCC)nnc2c(-c3ccc(Cl)cc3)c(C)nn12	2%
22	Cn1c(SCC(=O)N2CCCC2)nc2ccsc2c1=O	?
23	CCOC(=O)C1=CCN(S(=O)(=O)c2cccc(Cl)c2)C1c1ccc(Cl)cc1 (stereo not drawn)	-9%
24	O=C(NC1CCC(c2ccccc2)CC1)c1n[nH]c(=O)c2ccccc12 (stereo not drawn)	-20%
25	O=S(=O)(Nc1ccccc1-c1n[nH]c(C2CC2)n1)c1cc(Cl)ccc1Cl	9%
26	Cc1ccc(S(=O)(=O)N2CC3C(=O)C[C@@H](c4ccccc4Cl)N(S(=O)(=O)c4ccc(C)cc4)C3CC2c2ccccc2)cc1 (stereo partly drawn)	-1%
27	CCn1nccc1C(=O)N1CCCCCCN(C)C(=O)[C@@H]2CCC[C@@H]21	33%[activator]
28	Clc1ccccc1-c1cc(NCCN2CCOCC2)ncn1	?
29	Cc1cc(Nc2ccccc2)nc(N2CCN(C(=O)Nc3cccc(Cl)c3)CC2)n1	?
30	COc1ccc(C(=O)NCC(=O)NNC(=O)CSc2ccc(C)cc2)cc1	-25%
31	COCC1CN(C(=O)NC2CCCCC2)CC12CCNCC2 (stereo not drawn)	12%
32	O=C(NC1CC1)c1ccccc1OCC1CCCN(Cc2cn[nH]c2-c2cccs2)C1 (stereo not drawn)	30%[activator]
33	O=C([C@@H]1C[C@H](Oc2cccnc2)CN1C(=O)c1n[nH]c2ccccc12)N1CCOCC1	31%
34	O=C(NCc1ccco1)C1CCc2nc(N3CCN(C(=O)C4CCC4)CC3)sc2C1 (stereo not drawn)	15%
35	O=C(N[C@H]1CCN2C(=O)N(c3ccccc3)C(=O)[C@@H]2C1)c1cccnc1	-7%[176 µM]
36	Cc1c(C(=O)NCc2nnc3n2CCCCC3)oc2ccc(Cl)cc12	3%
37	O=C(Nc1ccc2c(c1)OCCO2)C1C(c2ccccc2)=Nc2ccccc2N1C(=O)c1cccnc1 (stereo not drawn)	-1%
38	COc1ccc(-c2nc(CSCC(=O)NCc3ccc(F)cc3)c(C)o2)cc1OC	-2%
39	COc1ccc(CN[C@@H]2CCC[C@@H](C(=O)N(C)Cc3cccnc3)CC(=O)N(C)C2)cc1	73%[activator]
40	COc1cc(C2CC(=O)Nc3c(-c4ccc(Cl)cc4)nsc32)cc2c1OCO2 (stereo not drawn)	-8%
41	O=C1NC(=NC2CCCC2)C2(CCN(CC3CC3)CC2)N1c1cc(F)cc(F)c1	2%[6.33 µM]
42	COCCn1nc2n(c1=O)CCN(Cc1ccc(Br)o1)CC2	52%[activator]
43	C=C(C)[C@@H]1CCC2(C(=O)OC)CC[C@]3(C)C(CCC4[C@@]5(C)C/C(=C\c6cccc(OC)c6OC)C(=O)C(C)(C)C5CC[C@]43C)C12 (stereo partly drawn)	13%
44	Cc1cccc2[nH]c(C(=O)OCC(=O)N3CCCCC3)cc12	-5%
45	COc1ccccc1CNC(=O)C1CCN(c2cc(C(F)(F)F)ncn2)CC1	-3%
46	COC(=O)c1ccc(OC(=O)c2ccc(OC)c(Br)c2)cc1	-25%
47	CC(C)(C)CN[C@@H](Cn1cc(F)c(=O)[nH]c1=O)C(=O)O	6%[176 µM]
48	O=C1CN(C(=O)Cc2ccc(F)cc2)C(c2ccc(F)cc2)c2cc(Cl)ccc2N1 (stereo not drawn)	?

# Compounds from the list above containing an NH in an aromatic ring:
No.	SMILES	ALOX12 inh
24	O=C(NC1CCC(c2ccccc2)CC1)c1n[nH]c(=O)c2ccccc12 (stereo not drawn)	-20%
25	O=S(=O)(Nc1ccccc1-c1n[nH]c(C2CC2)n1)c1cc(Cl)ccc1Cl	9%
32	O=C(NC1CC1)c1ccccc1OCC1CCCN(Cc2cn[nH]c2-c2cccs2)C1 (stereo not drawn)	30%[activator]
33	O=C([C@@H]1C[C@H](Oc2cccnc2)CN1C(=O)c1n[nH]c2ccccc12)N1CCOCC1	31%
44	Cc1cccc2[nH]c(C(=O)OCC(=O)N3CCCCC3)cc12	-5%
47	CC(C)(C)CN[C@@H](Cn1cc(F)c(=O)[nH]c1=O)C(=O)O	6%[176 µM]

# (list continues)
No.	SMILES	ALOX12 inh
49	COc1ccc(/C=C(/Cl)c2nc3ccccc3s2)cc1	0%
50	O=C(Nc1ccccc1)[C@H]1O[C@H](CCN2CCOCC2)CC[C@@H]1O	30%[176 µM]
51	COC(=O)CN1C(=O)[C@@H]2C[C@@H](O)CN2C2(CN(Cc3ccc(OC)cc3)C2)C1=O	30%[176 µM]
52	COc1cc(C#N)ccc1OC(C)C(=O)Nc1ccc(C)cc1C (stereo not drawn)	?
53	CC(C)CCN1CCCC(c2nn(-c3ccccc3)c(=O)[nH]2)C1 (stereo not drawn)	?
54	CC1CCCCN1C(=O)CSc1nc(-c2cccs2)nc2ccccc12 (stereo not drawn)	6%
55	CC(C)CC(=O)N1CCCCCC1c1nc(-c2ccncc2)no1 (stereo not drawn)	42%
56	O=C(O)/C=C/c1c(F)cccc1Cl	0%
57	O=C1Nc2ccccc2CNC12CCN(Cc1ccc(C(F)(F)F)cc1)CC2	0%[6.33 µM]
58	O=C(c1ccccc1C(F)(F)F)N1CCC2(CC1)CC(O)CCO2 (stereo not drawn)	41%[activator]
59	COC1CN(c2cccc(F)c2)C12CCN(CC1CCCCC1)CC2 (stereo not drawn)	14%
60	CN(Cc1ccccc1)c1ccc2nnc(-c3ccccn3)n2n1	-11%[176 µM]
61	COCCN1CCC(N2CCN(S(=O)(=O)c3ccc(OC)c(Cl)c3)CC2)C1=O (stereo not drawn)	43%[activator]
62	FC(F)(F)c1cccc2c(N3CCOC(C(F)(F)F)C3)ccnc12 (stereo not drawn)	19%
63	O=C(O)c1ccc(F)c(Cl)c1	?
64	C[S+](=O)([O-])N1Cc2ccccc2CC2(CCN(CC3CCCC3)C2)C1 (stereo not drawn)	?
65	CCC1(N2CCN(C(=O)c3cccc(C(F)(F)F)c3)CC2)CCN(S(C)(=O)=O)C1 (stereo not drawn)	-2%
66	Cn1ccnc1CN1C(=O)CO[C@H]2CN(C(=O)c3ccccn3)C[C@H]21	26%[176 µM]
67	CCCOc1ccccc1C(C)Nc1nc(-c2cccnc2)nc2c1CNC2 (stereo not drawn)	6%
68	CCc1ccc(NC(=O)N2CCc3[nH]c4ccc(F)cc4c3C2)cc1	?
69	O=C(Nc1cccc(C(F)(F)F)c1)N[C@H]1CO[C@H]2[C@@H]1OC[C@@H]2n1nnnc1-c1ccc2c(c1)OCO2	17%
70	CN1[C@@H](CCC(=O)NCc2ccc(F)cc2)CNC(=O)[C@@H]2[C@H]1CCN2Cc1ccc(O)cc1	-3%
71	CC(C)(C)c1nc(C(=O)NCc2cccnc2)n2ccncc12	4%[6.33 µM]
72	COc1ccc2c(C)c(-c3nc(C4CCOC4)no3)oc2c1 (stereo not drawn)	71%[activator]
73	COc1ccc(CCn2cnn3c(=O)c4ccccc4nc3c2=O)cc1OC	9%
74	CC(C)(C)c1cc(NC(=O)Nc2ccc(Cl)c(Cl)c2)no1	-11%
75	COc1cc(=O)n2c(c1C(=O)NCc1ccc3c(c1)OCO3)CCN(C(=O)c1ccc(C)cc1)CC2	5%
76	CCC(=O)Nc1ccc(-c2csc(NC)n2)cc1	?
77	CCN1CCN(Cc2cc(=O)oc3cc(C)c(Cl)cc23)CC1	?
78	O=C1Cc2c(-c3ccc4c(c3)OCO4)n[nH]c2CN1CC1CCOCC1	12%[176 µM]
79	CC(=O)Nc1ccc(SC[C@H](c2ccccc2)N2CCN(CCc3ccccc3)CCC2=O)cc1	-5%
80	COc1cccc(OC)c1-c1cc(C(=O)NC2(C(=O)O)C3CC4CC(C3)CC2C4)nn1-c1ccnc2cc(Cl)ccc12 (stereo not drawn)	?
81	Cc1[nH]c2ccccc2c1C(=O)C(=O)Nc1ccc(C(C)C)cc1	?
82	Cc1cc(C)nc(Nc2nc(C)c3cccc(C)c3n2)n1	54%
83	Cc1ccc(-c2ccc3nnc(CNC(=O)c4cc(Cl)ccc4F)n3n2)cc1	16%
84	O=C(Nc1ccc(F)cc1)C1CCc2nc(N3CCN(C(=O)C4CCC4)CC3)sc2C1 (stereo not drawn)	3%
85	COCCN1CCC2(CCC1=O)CCN(S(=O)(=O)c1ccc3c(c1)OCCO3)CC2	18%
86	CN1c2cc(C(=O)N3CCN(c4ccccc4)CC3)ccc2C(=O)N2CCCCC21 (stereo not drawn)	51%[activator]
87	CC(=O)NC(C)C(=O)Nc1ccc(SC2CCCC2)cc1 (stereo not drawn)	7%
88	Cc1ccc(CNC(=O)N2CCC3(CC2)CC(N(C2CC2)S(C)(=O)=O)CCO3)cc1 (stereo not drawn)	33%[activator]
89	COc1ccc2[nH]cc(C(C(=O)O)N3CCC(C)CC3)c2c1 (stereo not drawn)	-5%
90	CC(=O)N[C@H]1CC[C@]2(C)CC[C@@H]([C@H](C)C(=O)NCc3ccco3)[C@H](O)[C@H]2[C@@H]1C	14%[176 µM]
91	Cc1ccc(-c2csc(Nc3cc(C)ccc3C)n2)cc1	?
92	COc1ccc(Nc2n[nH]c(C(O)c3cccc(C(F)(F)F)c3)n2)cc1OC (stereo not drawn)	48%[activator][176 µM]
93	Cn1nc(C(=O)N(Cc2ccccc2F)C2CC2)c2ccccc2c1=O	?
94	CC1(C)SC2c3ccccc3C(=O)N2[C@@H]1C(=O)NCc1ccc(F)cc1 (stereo partly drawn)	24%
95	CCN1CCN(c2nc3c(s2)CN(Cc2ccco2)CC3)CC1	65%[activator]
96	CN(C)C(=O)c1n[nH]c2c1CN(C(=O)c1ccc(F)cc1F)CC2	17%
97	O=C1CCN(S(=O)(=O)c2cccs2)CCCC(CO)CCN1 (stereo not drawn)	1%
98	Cc1cccc(Oc2coc3cc(OCC(=O)OC4CCCCC4)ccc3c2=O)c1	-6%
99	CCC(=O)N1CCC(N2C[C@H](O)C[C@H]2C(=O)NC2CCCCC2)CC1	9%
100	CCOc1ccc(NC(=O)Cc2cc(Cl)c3c(c2)OCCCO3)cc1S(=O)(=O)N1CCCC1	-1%
101	CCCCNC(=O)CCCN1C(=O)COc2ccc(C(C)(C)CC)cc21	8%
102	Cc1ccccc1[C@H]1C[C@@H](O)[C@@H](O)[C@@H]1NC(=O)c1cncnc1	14%[176 µM]
103	COc1ccc(OC)c(NC(=O)Cn2nc3c(cc2=O)CCCCC3)c1	24%
104	NC1=NC(c2c[nH]c3ccc(F)cc23)n2c(nc3ccccc32)N1 (stereo not drawn)	?
105	Cc1noc([C@@H](C)NS(C)(=O)=O)c1C(=O)O	-17%[176 µM]
106	COCCNc1ncc(-c2ccsc2)c2c1OCC2	37%[activator][176 µM]
107	O=C(CSc1ncnc2nc(N3CCOCC3)sc12)Nc1cc(C(F)(F)F)ccc1Cl	-23%
108	Oc1cccc(C=Nc2cccc3ccccc23)c1	1%

# Further structures follow.
No.	SMILES	ALOX12 inh
109	CS(=O)(=O)NC(=O)c1ccc(Br)cc1F	?
110	O=C(NC1CCCCNC1=O)c1ccc2c(c1)OCCCO2 (stereo not drawn)	-19%
111	COc1cccc(C(=O)NCC2(COc3ccc(S(C)(=O)=O)cc3)C[C@@H](O)[C@@H](O)C2)c1 (stereo partly drawn)	83%[activator]
112	CCn1c(SCC(=O)c2ccc[nH]2)nnc1-c1ccncc1	-1%
113	O=C(N/N=C/c1ccc(Br)s1)c1cccc(Br)c1	4%
114	COc1cc(C2c3c(-c4cc(Cl)c(C)cc4O)n[nH]c3C(=O)N2Cc2ccco2)ccc1O (stereo not drawn)	?

# Ordered by length of the SMILES (lowest first): three of the compounds above.
No.	SMILES	ALOX12 inh
113	O=C(N/N=C/c1ccc(Br)s1)c1cccc(Br)c1	4%
114	COc1cc(C2c3c(-c4cc(Cl)c(C)cc4O)n[nH]c3C(=O)N2Cc2ccco2)ccc1O (stereo not drawn)	?
111	COc1cccc(C(=O)NCC2(COc3ccc(S(C)(=O)=O)cc3)C[C@@H](O)[C@@H](O)C2)c1 (stereo partly drawn)	83%[activator]

# Only part of the results is shown. The share of hits here may be higher or lower than overall.
